Compound activity: PubChem, National Center for Advancing Translational Sciences (NCATS)
N370S GC: N370S glucocerebrosidase modulation, Gaucher chaperone candidate. P04062. N370S GC spleen homogenate, 4MU-glucoside fluorescence. Potency, µM (titrated, usually from 59.4 µM), without a hit: top-dose activity change, negative = inhibition, actives largely listed as inhibitors. 330,000 compounds, 0.092% hits. AID 2101;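 further: 0% = full enzyme activity and -100% = no enzyme basal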
FEN1 inhibitor: inhibitors of human flap endonuclease 1 | P39748 | Recombinant FEN1 flap cleavage, fluorescence, 15 min | Potency, µM (highest dose often 114 µM), for the others: top-dose activity change, negative = inhibition, usual class: inhibitors | 390,000 compounds, 0.35% hits; further: nearly all actives have a fitted effect of over 65% in size
Target sequence (P39748 whole entry, looked up): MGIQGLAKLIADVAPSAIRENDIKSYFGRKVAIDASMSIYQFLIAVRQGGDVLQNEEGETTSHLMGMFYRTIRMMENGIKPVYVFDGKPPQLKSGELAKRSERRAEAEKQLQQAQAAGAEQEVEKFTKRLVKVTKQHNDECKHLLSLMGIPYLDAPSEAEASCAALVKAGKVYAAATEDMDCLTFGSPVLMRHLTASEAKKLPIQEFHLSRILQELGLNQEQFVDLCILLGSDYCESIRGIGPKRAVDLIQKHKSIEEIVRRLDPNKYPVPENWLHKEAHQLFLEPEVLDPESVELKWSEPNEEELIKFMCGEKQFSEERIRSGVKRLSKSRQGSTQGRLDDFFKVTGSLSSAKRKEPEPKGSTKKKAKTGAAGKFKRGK
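FEN1 at 10 nM preincubated with compounds 15 min at room temperature, then flap DNA substrate added at 50 nM final. Signal read at 0 and 15 min; concentration-response fitted with four-parameter Hill equation.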
TDP1 block: inhibitors of human tyrosyl-DNA phosphodiesterase TDP1. Q9NUW8. recombinant TDP1, AlphaScreen DNA substrate cleavage. Potency, µM (titrated, usually from 130 µM), inactives show top-dose activity change, negative = inhibition, actives largely listed as inhibitors. 350,000 compounds, 0.28% hits; further: nearly all actives have a fitted effect of over 40% in size
Target sequence (Q9NUW8 whole entry, looked up): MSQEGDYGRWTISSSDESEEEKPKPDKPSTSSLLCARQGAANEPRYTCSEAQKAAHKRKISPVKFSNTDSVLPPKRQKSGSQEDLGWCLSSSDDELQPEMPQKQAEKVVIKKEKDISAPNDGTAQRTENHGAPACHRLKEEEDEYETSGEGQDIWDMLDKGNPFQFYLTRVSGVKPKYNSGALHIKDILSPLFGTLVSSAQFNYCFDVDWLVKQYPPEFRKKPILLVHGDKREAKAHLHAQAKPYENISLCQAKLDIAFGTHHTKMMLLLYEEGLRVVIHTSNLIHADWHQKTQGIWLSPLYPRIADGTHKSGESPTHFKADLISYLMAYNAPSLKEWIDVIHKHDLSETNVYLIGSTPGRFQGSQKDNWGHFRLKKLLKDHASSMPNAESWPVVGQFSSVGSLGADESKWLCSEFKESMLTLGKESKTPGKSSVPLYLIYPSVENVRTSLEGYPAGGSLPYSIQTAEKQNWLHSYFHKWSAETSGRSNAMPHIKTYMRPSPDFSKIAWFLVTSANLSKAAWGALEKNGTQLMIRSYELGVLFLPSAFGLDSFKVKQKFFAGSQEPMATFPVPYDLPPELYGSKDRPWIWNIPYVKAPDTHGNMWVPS
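Signal: AlphaScreen proximity between streptavidin donor and anti-FITC acceptor beads on intact substrate. Reaction: Tdp1 1 nM, substrate 15 nM final, 5 min RT after 15 min compound preincubation.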
Starred values were filed as active, the others as inactive; ? = inconclusive; · = not tested or not shown; & = joins results of further samples; [ ] = remark or other dose. The call rests on the fitted dose curve; in most records, active means well fitted curve in the direction sought with a large enough effect; inconclusive means small, poorly fitted or top-dose-only effect, or another doubt; inactive means no such curve, though single readings can be large; an effect the other way counts as inactive or inconclusive. Unless noted, on the % scale 0 is the no-effect control and ±100 the full control effect; potency means the concentration at half of the fitted maximal effect. The order is random; about 0.53% have a hit in one of these screens.

The line under a structure holds: N370S GC | FEN1 inhibitor | TDP1 block
CN(c1ccccc1)S(=O)(=O)c1cccc(NC(=O)c2ccncc2)c1
 : -8% | -4% | 4%
CCCCN(C)CC(O)Cn1cc(/C=C/C(=O)c2ccc(OC)c(OC)c2)c2ccccc21 (stereo not given)
 : · | ? | 8%
CCc1cc(CN2CCOCC2)c(NC(=O)c2ccccc2)s1
 : 1% | -7% | 3%
COc1ccccc1CC(=O)Nc1cc2oc3ccccc3c2cc1OC
 : -2% | -15% | 2%
NC(=O)NCC(c1ccccc1)C1CCCCC1 (stereo not given)
 : -10% | -16% | ·
CCOC(=O)COn1c(=O)c[n+]([O-])c2ccccc21
 : 4% | -6% | 11%
Clc1ccc(-c2nn3c(-c4ccncc4)nnc3s2)c(Cl)c1
 : 0% | · | 2%
O=C(O)CN1C(=O)c2ccc(C(=O)c3ccccc3)cc2C1=O
 : -5% | 13% | ·
CC(=O)N1CN(CCCn2ccnc2)Cc2c1sc1c2CCCC1
 : -19% | 9% | 7%
Cc1ccc(S(=O)(=O)N2CCN(c3ccc(S(=O)(=O)N4CCOCC4)cn3)CC2)cc1
 : 7% | -3% | 0%
CCOC(=O)COc1cc(-n2c(=S)[nH]c3cc(OC)c(OC)cc3c2=O)c(Cl)cc1Cl
 : 8% | -19% | 11%
COC(=O)N(C)c1ccccc1C(=O)N1CCOCC1
 : -3% | -2% | 2%
COc1ccccc1C(=O)N/C(=C/c1ccco1)C(=O)Nc1cccc(C(=O)O)c1
 : -2% | ? | 0%
Cc1ccc(-n2nc(C)c(C3(O)C(=O)N(C(C)C)c4ccccc43)c2N)cc1 (stereo not given)
 : 3% | 7% | -1%
O=C(Nc1cccc(Cl)c1)c1cc(-c2ccccc2)on1
 : · | 16% | -1%
CS(=O)(=O)N1CCN(Cc2ccc([N+](=O)[O-])cc2)CC1
 : -8% | -1% | -3%
CCc1ccc(C(N)=S)cc1
 : -4% | 2% | 2%
CC(=O)c1c(C)[nH]c(C2=NNC(=NCc3ccccc3)SC2)c1C
 : 5% | 4% | 11%
O=C(NCCCN1CCOCC1)c1ccc2c(=O)n(Cc3cccc(Br)c3)c(=S)[nH]c2c1
 : -27% | -12% | 7%
Cc1cccc(CCN2CCN=C2Nc2ccccc2)c1
 : -4% | 1% | -5%
CCOC(=O)N1CCC(NC(=O)CN2C(=O)CSc3ncccc32)CC1
 : 2% | -1% | -2%
CCCC(CCC)=NNc1ccc(S(=O)(=O)Nc2ccccc2OC)cc1[N+](=O)[O-]
 : 7% | -20% | 0%
C=C1Nc2ccccc2C(=O)N1c1ccc(C(=O)N2CCN(C(=O)c3ccco3)CC2)cc1
 : · | -2% | 1%
O=C(CNC(=O)C1CCCC1)Nc1ccccc1Br
 : · | -2% | 1%
O=[N+]([O-])c1cc(S(=O)(=O)Nc2ccccc2)ccc1NCc1ccccc1
 : -18% | -1% | 8%
Cc1cc(N2CCCC(C(=O)Nc3cccc4ccccc34)C2)n2ncnc2n1 (stereo not given)
 : 6% | -1% | 5%
COc1cccc(/C=C/C(=O)OCC(=O)c2ccc3c(c2)NC(=O)CO3)c1
 : · | -7% | -3%
O=C(Nc1ccccc1)Nc1ccc(Cl)c(S(=O)(=O)N2CCOCC2)c1
 : 7% | -20% | -8%
CC(C)CN1CCN(CCCc2ccccc2)C(CCO)C1 (stereo not given)
 : -14% | -1% | ·
O=C(COC(=O)c1cccc(S(=O)(=O)N2CCc3ccccc32)c1)Nc1ncc(Cl)cc1Cl
 : 4% | -2% | -3%
Fc1ccc(CN(C2=NCCN2)c2c(Cl)cccc2Cl)cc1
 : -6% | · | 9%[56.1 µM]
CN(Cc1ccccc1)c1nc(CN2CCOCC2)nc2scc(-c3ccccc3)c12
 : ? | -22% | 10%
O=S(=O)(c1ccc(F)cc1)N1CC=C(c2ccccc2)CC1
 : 16% | ? | 5%
O=C(O)c1ccc(C(=O)Nc2cccc(NC(=O)C3CCCO3)c2)cc1 (stereo not given)
 : -4% | 6% | -1%
O=C(Nc1nccs1)C12CC3CC(C1)CC(C(=O)Nc1nccs1)(C3)C2
 : ? | 16% | 9%
Cn1c(=O)oc2cc(S(=O)(=O)N3CCC(C(=O)N4CCN(c5ccc(Cl)cc5)CC4)CC3)ccc21
 : · | -9% | 12%
CCCCCCNC(=O)N1C/C=C\C(c2ccc(OC)cc2)N(Cc2ccc(F)cc2)C(=O)C1 (stereo not given)
 : 1%&0% | ? | 4%&1%
O=C(NCC(c1ccc(F)cc1)N1CCOCC1)c1cccnc1Sc1ccccc1Cl (stereo not given)
 : -10% | -4% | 6%
O=C(NS(=O)(=O)N1CCOCC1)C1=C(N2CCCC2)COC1=O
 : · | -5% | 2%
COc1ccccc1C1CCN(C(=O)c2cnn(-c3ccccc3)c2C)CC1
 : -3% | 13% | 5%
Cc1ccc(C)c(SCC(=O)Nc2cc(S(=O)(=O)N3CCOCC3)ccc2C)c1
 : -1% | -3% | -14%
CCOC(=O)C1=C(CSc2nc(-c3ccccc3)ccc2C#N)OC(N)=C(C#N)C1c1ccccc1 (stereo not given)
 : 15% | ? | 6%
CCOc1ccc(-c2c(C)nn3c(C)c(C(=O)NCc4ccc(Cl)cc4)cnc23)cc1OCC
 : · | 7% | 3%
Cc1ccc(CSCc2ccc(C(=O)NCCc3ccc(Cl)cc3)o2)cc1
 : · | -15% | 8%
CCOC(=O)CNc1nc2ccccc2n2c(C)nnc12
 : 3% | -20%&-1% | -3%&-1%
COc1ccc(NS(=O)(=O)c2ccc(O)c(C(=O)OCC(=O)NC(C)C3CC4CCC3C4)c2)cc1 (stereo not given)
 : -7% | 2% | ·
COC(=O)c1ccc(Cn2c(C)cc(C)[n+]2C)o1
 : 5% | 15% | 7%
Cc1cc(C)n(C(=O)CSc2nnc(SCC(=O)n3nc(C)cc3C)s2)n1
 : -3% | -2% | -6%
O=C(Cn1c(-c2ccccc2)noc1=O)NCc1ccccc1
 : 2% | -12% | -3%
O=C(COc1ccc2cc(Br)ccc2c1Br)N1CCOCC1
 : 3% | -1% | 2%
Cc1ccc(-n2nc3c(=O)n(CCCC(=O)NCc4ccccc4F)nc(C)c3c2C)cc1
 : -2% | -1%&-2% | 5%&6%
CCc1ccc(-c2cc(C(F)(F)F)n3nc(C(=O)Nc4c(C)nn(Cc5ccccc5C)c4C)cc3n2)s1
 : -2% | -6% | 4%
COc1cc(NC(=O)CS(=O)(=O)c2ccc(C)cc2)cc(OC)c1OC
 : 4% | 0% | 1%
COc1cc(Cl)c(C)cc1NC(=O)Cn1cc(S(=O)(=O)N2CCC(C)CC2)c2ccccc2c1=O
 : · | 5% | 0%
CC(=O)Nc1cccc(NC(=O)C2CCN(C(=O)c3ccco3)CC2)c1
 : -4% | -5% | 0%
O=C(COC(=O)c1c(Cl)cccc1Cl)NC1CCCCCCC1
 : · | -20% | -9%
Cc1cccn2c(=O)c3cc(C(=O)N4CCCC(C)C4)sc3nc12 (stereo not given)
 : ? | -5% | 4%[0.0935 µM]
Cc1ccc(C(=O)N2CCN(C(=O)c3ccco3)CC2)cc1NC(=O)c1ccco1
 : 3% | 2% | 5%
Cc1ccc([C@@H]2[C@@H]3C(=O)N(C)C(=O)[C@@H]3[C@]3(C)C(=O)N(CCO)CC(=O)N23)o1
 : -5% | -8% | ·
O=C(CSc1ncnc2scc(-c3ccc(Cl)cc3)c12)NCc1ccc2c(c1)OCO2
 : 5% | -1% | 2%

Additional records
The line under a structure holds: N370S GC | FEN1 inhibitor | TDP1 block
COC(=O)c1ccc(C(=O)Nc2cc(Cl)ccc2Cl)cc1NC(=O)c1ccccc1C
 : 0% | 0% | 3%
COc1ccc(CC2SC(N)=NC2=O)cc1 (stereo not given)
 : -2% | 1% | ·
CN1CCN(c2oc(/C=C/c3ccc(F)cc3)nc2C#N)CC1
 : · | -11% | 2%
Cc1ccc(C)c(S(=O)(=O)N2CCN(C(=O)c3ccccn3)CC2)c1
 : · | 4% | 0%
CN(C)/C=C/C(=O)/C=C/c1cn(-c2ncc(C(F)(F)F)cc2Cl)c2ccccc12
 : -3% | -12% | 3%
C/C(CC(=O)NCc1ccc(Cl)cc1)=N\NC(=O)c1ccccc1F
 : 0% | 5% | 1%
CCc1ccc(NC(=O)CSc2nc(=O)n(Cc3cccnc3)c3c2CCC3)cc1
 : · | 13% | 3%
O=c1c2cc(NC(=S)NCc3cccnc3)ccc2nc2n1CCCCC2
 : -2% | 16% | 4%
CC(=O)Nc1ccccc1OCc1nnc(-c2cccs2)o1
 : -10% | -1% | 5%
O=C(C[C@H]1C[C@H](C(=O)N2CCCCC2)[C@@]2(CCc3ccccc3)c3[nH]c4cc(-c5ccco5)ccc4c3CCN2C1=O)NCc1ccco1
 : · | 12% | 2%[56.1 µM]
CCCc1nn(C)c(C(=O)Nc2cccc(CC)c2)c1Cl
 : -14% | -15% | -3%
O=C(O)CCc1ccc(-c2cccs2)n1NC(=O)c1ccc(O)cc1
 : -21% | -2% | 0%
Cc1nnc(SCC(=O)Nc2ccccc2NC(=O)CSc2nnc(C)s2)s1
 : -24% | -2% | 5%
Cc1oc(-c2cccc(Cl)c2)nc1CN1CCCC(C(=O)NC(C)c2ccc3c(c2)OCCO3)C1 (stereo not given)
 : -16% | -19% | 4%
N#Cc1ccccc1NC(=O)CSc1nccn1CCc1ccccc1
 : 8% | -4% | 3%
Cc1noc(C)c1CSc1nnc(-c2c[nH]c3ccccc23)n1-c1ccc(Cl)cc1
 : -6% | -10% | 0%
O=C(NCC(=O)N1CCN(Cc2ccccc2)CC1)c1ccc(Br)cc1
 : -17% | 17% | -7%
O=C1[C@@H]2Cc3c([nH]c4ccccc34)CN2C(=O)CN1CCCCCO
 : -4% | 17% | ·
Cc1nnc(NC(=O)c2ccc(Br)cc2)s1
 : 12% | 6% | 2%
CCOCCCNC(=O)CCn1ccc2cc(S(=O)(=O)N3CCCC3)ccc21
 : 3% | 16% | -1%
CC(C1OC(C)(C)C(O)C1O)C1CC[C@@]2(C)C3=CCC4C(C)(C)C(=O)CC[C@]4(C)C3CC[C@@]12C (stereo not given in full)
 : 19% | · | 13%[56.1 µM]
Cc1cccc(CN2CCC(n3nccc3NC(=O)c3ccccc3C)CC2)n1
 : -3% | -1% | 4%[56.1 µM]
C/C=C(\C)C(=O)NNC(=O)c1sc(-c2ccccc2)nc1C
 : -8% | 2% | 5%
O=C(NCCCN1CCOCC1)c1c(F)c(F)c(F)c(F)c1F
 : -8% | -6% | 4%
CCN(C(=O)c1cc2c(s1)-c1ccccc1S(=O)(=O)C2)c1cc(OC)ccc1OC
 : -11% | 10% | ·
CCCC(O)(c1ccccc1)C(CN1CCOCC1)c1ccccc1 (stereo not given)
 : ? | 3% | ·
OCCCNc1ncnc2scc(-c3ccc(Cl)cc3)c12
 : -5% | 3% | ·
CCCSc1nn2c(=O)c3ccccc3nc2s1
 : 21% | 6% | 0%
CC(C)NC(=O)c1c2c(nc3ccccc13)CCCC2
 : 8% | -6% | -4%
CC(/C=N/O)Cc1ccc2c(c1)OCO2 (stereo not given)
 : 2% | -2% | 2%
CCOC(=O)C1(Cc2ccccc2)CCN(Cc2ccc(C)s2)CC1
 : 1% | -1% | 4%
Cc1ncc([N+](=O)[O-])n1CCOC(=O)NC(NCc1ccccc1Cl)C(Cl)(Cl)Cl (stereo not given)
 : -3% | -5% | 5%

12 of the compounds above, with tabs:
structure	N370S GC	FEN1 inhibitor	TDP1 block
CN(c1ccccc1)S(=O)(=O)c1cccc(NC(=O)c2ccncc2)c1	-8%	-4%	4%
CCCCN(C)CC(O)Cn1cc(/C=C/C(=O)c2ccc(OC)c(OC)c2)c2ccccc21 (stereo not given)	·	?	8%
CCc1cc(CN2CCOCC2)c(NC(=O)c2ccccc2)s1	1%	-7%	3%
COc1ccccc1CC(=O)Nc1cc2oc3ccccc3c2cc1OC	-2%	-15%	2%
NC(=O)NCC(c1ccccc1)C1CCCCC1 (stereo not given)	-10%	-16%	·
CCOC(=O)COn1c(=O)c[n+]([O-])c2ccccc21	4%	-6%	11%
Clc1ccc(-c2nn3c(-c4ccncc4)nnc3s2)c(Cl)c1	0%	·	2%
O=C(O)CN1C(=O)c2ccc(C(=O)c3ccccc3)cc2C1=O	-5%	13%	·
CC(=O)N1CN(CCCn2ccnc2)Cc2c1sc1c2CCCC1	-19%	9%	7%
Cc1ccc(S(=O)(=O)N2CCN(c3ccc(S(=O)(=O)N4CCOCC4)cn3)CC2)cc1	7%	-3%	0%
CCOC(=O)COc1cc(-n2c(=S)[nH]c3cc(OC)c(OC)cc3c2=O)c(Cl)cc1Cl	8%	-19%	11%
COC(=O)N(C)c1ccccc1C(=O)N1CCOCC1	-3%	-2%	2%
